Compound activity (PubChem)
ERK EGF inh: inhibitors of EGF-stimulated ERK signaling pathway; 0.41% of 130,000 active; AID 1454; Potency, µM (highest dose often 11.5 µM), without a hit: top-dose activity change, negative = inhibition, most hits filed as inhibitors; HEK293-V1b, EGF-stimulated phospho-ERK AlphaScreen; active means well fitted inhibition curve with a large enough effect; inconclusive means small, poorly fitted or top-dose-only effect, or effect the other way;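 further: plate controls were stimulated vehicle wells for no effect and unstimulated vehicle basal for full effect; nearly all actives have a fitted effect of over 55% in size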
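Compounds are titrated over HEK293-V1b cells kept overnight in 1% FBS. After 30 min at 37C, EGF (25 nM final) triggers ERK phosphorylation for 5 min, measured by AlphaScreen in lysates.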
* marks the source's active call; other numbers are inactive results; ? = inconclusive; & = joins results of further samples; [ ] = dose if it differs, or a comment. Potency means the concentration at half of the fitted maximal effect. A portion of the library; the hit share may differ from the screen's.

SMILES	ERK EGF inh
COc1ccc(OC)c(C(=O)COC(=O)CNC(=O)c2ccccc2)c1	4%
CCc1c(C)[nH]n(-c2nc(-c3ccccc3)cs2)c1=O	-11%
CCCSc1nnc(NC(=O)Nc2ccccc2)s1	-5%
O=C(NC1C(=O)NNC1c1ccc(Cl)cc1)c1ccc(F)cc1 (stereo not drawn)	-5%
COc1cccc(-c2cc(=O)c3cc(NC(=O)c4ccc(N(C)C)cc4)ccc3[nH]2)c1	7%
Cc1ccc(NC(=O)CN(C)CC(=O)Nc2ccccc2Oc2ccccc2)cc1	8%
COc1ccc(CN(C)c2nc(-c3cccnc3)nc3ccccc23)cc1OC	-9%
NC1C=CC=C(C(=O)O)C1 (stereo not drawn)	-13%
CN(C)c1ccc(C(=O)Nc2ccc(O)c3c(=O)cc(-c4ccccc4Cl)oc23)cc1	5%[57.5 µM]
OCCC1CN(Cc2ccc(-n3cccn3)cc2)CCN1Cc1ccccc1 (stereo not drawn)	7%
CC(=O)NC(=S)NNC(=O)c1ccc(Br)cc1	8%
O=C(O)CC(NS(=O)(=O)c1c(F)cc(F)cc1Br)c1ccccc1Cl (stereo not drawn)	-3%
CCN(Cc1ccccc1)S(=O)(=O)c1cc(C(=O)NC2CCCCCC2)ccc1OC	4%
S=C(Nc1ccccc1)Nc1ccc(Br)cn1	2%
Cc1cccc(Nc2c3c(nc4ccccc24)CCC3)c1	1%[57.5 µM]
CCOC(=O)C/C(C)=N\Nc1nc(-c2ccccc2)cs1	-2%
CCOC(=O)N1CCN(c2cc(=O)n(-c3ccccc3C)c(=O)[nH]2)CC1	4%
O=C(CCl)N(c1ccccc1)c1ccccc1	2%
CC(C)CNC(=O)c1ccc(Cl)c(NC(=O)COc2ccccc2)c1	2%
O=C(NN1C(=O)C2C(c3ccccc3)C=CC(c3ccccc3)C2C1=O)c1cccc(Br)c1 (stereo not drawn)	9%

17 structures already listed, arranged by SMILES length, ascending.
SMILES	ERK EGF inh
S=C(Nc1ccccc1)Nc1ccc(Br)cn1	2%
CCCSc1nnc(NC(=O)Nc2ccccc2)s1	-5%
CC(=O)NC(=S)NNC(=O)c1ccc(Br)cc1	8%
Cc1cccc(Nc2c3c(nc4ccccc24)CCC3)c1	1%[57.5 µM]
CCOC(=O)C/C(C)=N\Nc1nc(-c2ccccc2)cs1	-2%
CCc1c(C)[nH]n(-c2nc(-c3ccccc3)cs2)c1=O	-11%
O=C(NC1C(=O)NNC1c1ccc(Cl)cc1)c1ccc(F)cc1 (stereo not drawn)	-5%
OCCC1CN(Cc2ccc(-n3cccn3)cc2)CCN1Cc1ccccc1 (stereo not drawn)	7%
CC(C)CNC(=O)c1ccc(Cl)c(NC(=O)COc2ccccc2)c1	2%
COc1ccc(OC)c(C(=O)COC(=O)CNC(=O)c2ccccc2)c1	4%
COc1ccc(CN(C)c2nc(-c3cccnc3)nc3ccccc23)cc1OC	-9%
O=C(O)CC(NS(=O)(=O)c1c(F)cc(F)cc1Br)c1ccccc1Cl (stereo not drawn)	-3%
CCOC(=O)N1CCN(c2cc(=O)n(-c3ccccc3C)c(=O)[nH]2)CC1	4%
CCN(Cc1ccccc1)S(=O)(=O)c1cc(C(=O)NC2CCCCCC2)ccc1OC	4%
CN(C)c1ccc(C(=O)Nc2ccc(O)c3c(=O)cc(-c4ccccc4Cl)oc23)cc1	5%[57.5 µM]
COc1cccc(-c2cc(=O)c3cc(NC(=O)c4ccc(N(C)C)cc4)ccc3[nH]2)c1	7%
O=C(NN1C(=O)C2C(c3ccccc3)C=CC(c3ccccc3)C2C1=O)c1cccc(Br)c1 (stereo not drawn)	9%

(continued)
SMILES	ERK EGF inh
COc1cc2c(CCNC(C)=O)c[nH]c2cc1Cl	-14%&-12%
O=c1[nH]cnc2sc3c(c12)CCC3	-9%[57.5 µM]
COc1ccc(NC(=O)COC(=O)C(CC(C)C)N2C(=O)C3CC=CCC3C2=O)cc1Cl (stereo not drawn)	2%
CCOC(=O)C1=C(C)Nc2nnnn2C1c1ccccc1Cl (stereo not drawn)	11%
O=C(Cn1nnc(-c2ccccc2Cl)n1)N/N=C/c1ccc(-c2cccc(Cl)c2)o1	2%
Oc1c(I)cc(I)c2cccnc12	-20%&17%
O=C(NC(=S)Nc1ccc2oc(=O)ccc2c1)c1ccc(-c2cccc(Cl)c2Cl)o1	17%
O=c1[nH][nH]c(=O)c2c(NS(=O)(=O)c3ccccc3)cccc12	-13%
OCC1CCCCN1CCNCc1cn[nH]c1-c1cccc2ccccc12 (stereo not drawn)	0%[57.5 µM]
CC(=O)Nc1cc([N+](=O)[O-])ccc1N1CCOCC1	-8%
COc1ccc(CCNC(=O)COC(=O)CCC(=O)c2ccc(F)cc2)cc1OC	-6%
O=C(CCc1nnc(CCCCc2ccccc2)o1)NCc1cc(F)ccc1F	-4%
Cc1csc(NC(=O)CCc2c(C)nc3cc(-c4cccc(F)c4)nn3c2C)n1	?
O=[N+]([O-])c1cccc(N/N=C/c2cc([N+](=O)[O-])ccc2O)c1	?
O=C(Nc1ccc(F)cc1)C(Cc1ccccc1)n1cccc1 (stereo not drawn)	-1%[57.5 µM]
c1ccc(CSc2nc3ccccc3[nH]2)cc1	-28%[57.5 µM]
COc1ccc(C(=O)NC(=S)NCC2CCCO2)cc1 (stereo not drawn)	2%
O=S(=O)(c1ccc(F)cc1)N1CCC2(CC1)OCCO2	15%
CC(C)[C@H](NC(=O)c1ccco1)C(=O)OCC(=O)N(C)c1ccccc1	4%[57.5 µM]
CC(C)Oc1ccc(CCc2nnc(SCC(=O)O)n2-c2ccccc2)cc1	-8%
CC(Oc1ccc(Cl)cc1)C(=O)NNC(=S)NC(=O)c1ccco1 (stereo not drawn)	0%
O=C(Nc1cccc(-c2csc(Nc3cccc(C(F)(F)F)c3)n2)c1)c1ccccc1	?
Cc1cccc(Cc2nnc(CCC(=O)N3CCCC(CN4CCOCC4)C3)o2)c1 (stereo not drawn)	2%
Cc1cc(C)n(Cc2ccc(C(=O)Nc3cccc(Br)c3)o2)n1	6%
COCCNC(=S)N(CCc1c(C)[nH]c2ccc(C)cc12)Cc1cc(OC)c(OC)c(OC)c1	10%
CN(Cc1nc2ccccc2c(=O)[nH]1)c1ccccc1	8%
Cc1ccc(-c2cc(C(=O)Nc3ccc(S(=O)(=O)Nc4onc(C)c4C)cc3)c3ccccc3n2)cc1	-1%
COC(=O)N[C@H](C[N+](=O)[O-])c1cccc(C)c1	-1%
C[C@H](NS(=O)(=O)c1ccc(Cl)c(Cl)c1)C(=O)OCc1cc(=O)n2cc(Br)ccc2n1	-7%
CC(Sc1ccsc1[N+](=O)[O-])C(=O)NCc1ccccc1 (stereo not drawn)	1%
CCOC(=O)N1CCC(NC(=O)C(NS(=O)(=O)c2cccc3nsnc23)c2ccccc2)CC1 (stereo not drawn)	-2%[57.5 µM]
Cc1cc(=O)oc2c1c(C)nn2-c1cccc(Cl)c1	?
CC(=O)Nc1c([N+](=O)[O-])cc2[nH]c(=O)[nH]c2c1[N+](=O)[O-]	9%
CC(C)Oc1ccc(C(=O)CCN2CCCCC2)cc1	2%
COc1ccc(CCN2C(=O)CN(Cc3ccccc3)CC2=O)cc1OC	0%
CC(C)C[C@@H](CSc1ccc(Br)cc1)N1CCN(C)CCC1=O	-2%[57.5 µM]
CC1(C)C2CC=C(/C=N/NC(=S)Nc3cccnc3)C1C2 (stereo not drawn)	7%
COC(=O)CSC1=C(C#N)C(c2ccccc2F)CC(=O)N1 (stereo not drawn)	-11%[57.5 µM]
CC(=O)Oc1ccc2c(c1C(C)C)CCC1C(C)(C)CCC[C@@]21C (stereo partly drawn)	7%
O=C(NCC(O)COc1ccc([N+](=O)[O-])cc1)Nc1ccccc1 (stereo not drawn)	?
Cc1c(N=Nc2ccc(N(C)C)cc2)c(=O)n(-c2ccccc2)n1C	-4%
CCC(=O)N(Cc1cc2ccccc2[nH]c1=O)c1ccc(OC)cc1	15%
Cc1nn(CCCC(=O)Nc2ccccn2)c(C)c1[N+](=O)[O-]	-3%
Cc1nc2c(ncn2-c2ccccc2)c(=O)n1NC(=O)CN1CCCC1	6%[57.5 µM]
Cn1cccc1-c1cc(C(=O)N/N=C/c2cccc(O)c2)[nH]n1	?
Cn1c(N2CCN(S(=O)(=O)c3ccc(F)cc3)CC2)nc2ccccc21	-6%
CCC(C)(C)NC(=O)Cc1ccc(F)cc1	-10%
O=C(c1ccc2c(=O)n3c(nc2c1)CCCCC3)N1CCN(c2ccccc2)CC1	-1%[57.5 µM]
Cc1cc(NC(=O)CSc2nc(N)c(NC(=O)c3ccccc3)c(=O)[nH]2)no1	5%
O=C(/C=C/c1ccc(Cl)cc1)NC(=S)NN1CCCCC1c1cccnc1 (stereo not drawn)	-10%
O=C(N/N=C/c1ccc(N2CCCC2)c([N+](=O)[O-])c1)c1cccnc1	?
CCN(CC)S(=O)(=O)c1ccc(C(=O)Nc2nnc(-c3ccco3)o2)cc1	-3%
O=C(Cn1nnc(-c2cccs2)n1)NCc1ccccc1	-6%
CCCCOC(=O)N1CCOCCOCCOCCOCC1	15%[57.5 µM]
O=C(O)CC1(CC(=O)NCc2ccccn2)CCCCC1	-7%[57.5 µM]
Cc1ccc(OCC(O)Cn2c(N)nc3c2c(=O)n(C)c(=O)n3C)cc1 (stereo not drawn)	-1%
CNc1nnc(CSc2nc3ccccc3s2)s1	3%
Cc1ccc(NC(=O)C2C3C=CC4(CN(Cc5cccnc5)C(=O)C24)O3)cc1F (stereo not drawn)	3%
NC(=O)C(=O)O	21%
CSCC[C@H](C=O)NC(=O)[C@H](CC(C)C)NC(=O)[C@H](CC(C)C)NC(C)=O	4%

Ordered by heavy-atom count (low to high): some entries from above.
SMILES	ERK EGF inh
CCC(C)(C)NC(=O)Cc1ccc(F)cc1	-10%
O=C(O)CC1(CC(=O)NCc2ccccn2)CCCCC1	-7%[57.5 µM]
Cn1cccc1-c1cc(C(=O)N/N=C/c2cccc(O)c2)[nH]n1	?

Additional records.
SMILES	ERK EGF inh
CN(CCOC(=O)c1ccccc1)Cc1ccccc1	-8%
Cc1nc2cc3ccccc3cc2c(=O)[nH]1	-19%[57.5 µM]
CCN(Cc1ccccc1)c1ccc(/C=N/NC(=O)c2cccc(S(=O)(=O)N3CCOCC3)c2)cc1	3%
CCOc1ccc(CC(=O)NCC2(N3CCCCC3)CCCCC2)cc1	-9%
COc1ccc(OCC(=O)Nc2ccncc2)cc1	4%[57.5 µM]
CCOCc1nnc(NC(=O)c2ccc(NC(C)=O)cc2)s1	5%
N#CCSc1ncnc2ccccc12	2%
COc1ccc(C2Nc3ccccc3C(=O)N2Cc2ccco2)cc1COc1ccc(F)cc1 (stereo not drawn)	20%
CCOC(=O)C1CCCN(CC(O)COCc2ccc3c(c2)OCO3)C1 (stereo not drawn)	-1%
O=C1c2ccccc2C(=O)N1CCc1c[nH]c2ccc(O)cc12	5%
CC(=O)COC(=O)c1cccc(N2C(=O)C3C4C=CC(C4)C3C2=O)c1 (stereo not drawn)	6%
CC(NC(=O)c1ccc2c(c1)OCCO2)c1ccc(S(N)(=O)=O)cc1 (stereo not drawn)	0%
CC1(CCc2ccc3c(c2)OCO3)NC(=O)c2ccccc2N1 (stereo not drawn)	-3%
COc1ccc(-n2nc(C(=O)Nc3nc4ccc(OC)cc4s3)c3ccccc3c2=O)c(OC)c1	4%
O=C(NC(=S)Nc1cccc(Cl)c1N1CCOCC1)c1cccs1	-10%
CCCCC/C=C\C/C=C\C/C=C\C/C=C\CCCC(=O)O	11%&-21%&31%
CCc1ccc(OCC(=O)NN2Cc3ccccc3C2=N)cc1	-3%
O=S(=O)([N-]c1nc2ccccc2nc1-[n+]1ccc(CCCc2ccccc2)cc1)c1cccs1	-6%[57.5 µM]
O=C1CN(C(=O)COC(=O)/C=C/c2ccc(S(=O)(=O)N3CCOCC3)cc2)c2ccccc2N1	-3%
COc1ccccc1Nc1nc2nonc2nc1N1CCCCC1C (stereo not drawn)	14%
COC(=O)C1=NN(C(C)(C)CC(C)=O)C2C(=O)N(C3CCCCC3)C(=O)C12 (stereo not drawn)	-13%
C/C(=N\NC(=O)c1ccc(F)cc1)c1ccc(N2CCOCC2)cc1	-3%
O=C(c1ccc(NC(=O)C2(c3ccccc3)CCCC2)cc1)N1CCOCC1	13%[57.5 µM]
Cc1cc(C)nc(-n2ncc(C#N)c2N)n1	1%[57.5 µM]
NC(=O)c1ccc(N=Nc2c(O)c3ccccc3[nH]c2=O)cc1	-2%[57.5 µM]
O=C(O)CCC(=O)Nc1ccc(Oc2ncnc3cc(Cl)ccc23)nc1	-5%[57.5 µM]
NNC(=O)c1ccccc1-n1cccc1	0%
O=C(/C=C/c1c(F)cccc1Cl)Nc1ncccn1	-10%
COc1ccc(OCC(=O)N2CCN(c3nnc(-c4ccc(C)cc4)c4ccccc34)CC2)cc1	?
O=c1ccc2c(o1)/C(=C/C=C(Cl)Cl)CCC2	12%[57.5 µM]
COc1cc(/C=C/C(=O)c2ccccc2O)cc(OC)c1OC	-2%[57.5 µM]
Cc1nn(C)c(C)c1C1C(C#N)=C(N)OC2=C1C(=O)CC(C)(C)C2 (stereo not drawn)	2%
Cn1ccnc1Sc1cc(Cl)ccc1[N+](=O)[O-]	-3%
OCCNc1nc(Nc2ccc(Br)cc2)nc2ccccc12	-15%
C=CCOc1ccn(C)c(=O)n1	3%[57.5 µM]
CC(=O)Nc1ccc(-n2nnnc2SCC(=O)Nc2cccc(NC(=O)c3ccco3)c2)cc1	-6%[57.5 µM]
O=C(COC(=O)c1c(Cl)ccc(Cl)c1Cl)NC1CCS(=O)(=O)C1 (stereo not drawn)	-1%
O=C(/C=C/c1ccc(Cl)c(Cl)c1)NCc1ccco1	5%
COC(=O)/C(C#N)=C/N(C)C	7%[57.5 µM]
COC(=O)C1=NN(c2ccc(C)cc2)C2C(=O)N(c3ccccc3OC)C(=O)C12 (stereo not drawn)	1%[57.5 µM]
C=C(C)COc1ccc(-c2nc(N)ncc2-c2ccc(OC)cc2)c(O)c1	-19%[57.5 µM]
